NCI-60 one-dose screen, 48 h, at 10 µM unless noted. Numbers give growth in % (100 = growth as untreated, 0 = no growth, -100 = all killed).
K-562 – K-562 leukemia; hit rate 7.4% among 78,000; AID 1794777
MCF7 – MCF7 breast cancer. hit rate 6.3% among 82,000. AID 1794796
HS 578T – HS 578T breast cancer. hit rate 4.1% among 78,000. AID 1794788
SR – SR leukemia cells; hit rate 8.7% among 73,000; AID 1794780
MDA-MB-468 – MDA-MB-468 breast cancer | hit rate 8.5% among 78,000 | AID 2202374
BT-549 – BT-549 breast cancer; hit rate 4.4% among 78,000
MDA-MB-231 – MDA-MB-231 breast cancer; AID 1794789; hit rate 5% among 81,000
T-47D – T-47D breast cancer. hit rate 5% among 79,000
Numbers without * were called inactive; nt = not tested or not shown; & = joins results of further samples. Rule for the calls: active = growth percent below 10; inactive = the rest. Hits appear at their usual frequency, and some 13% of all compounds hit somewhere here.

no.	Compound	K-562	MCF7	BT-549	MDA-MB-231
1	CNC(=O)c1cc(Oc2ccc3c(c2)sc2nc(-c4ccc(Cl)cc4)cn23)ccn1	86	72	88	77
2	c1ccc2c(CCc3ccncc3)c[nH]c2c1	104	87	75	91
3	Cc1nn(-c2ccccc2)c(Cl)c1/C=C1\N=C(c2ccccc2)N(C(=O)c2cc([N+](=O)[O-])cc([N+](=O)[O-])c2)NC1=O	nt	85	108	100
4	O=[N+]([O-])c1ccc(SSc2ccc([N+](=O)[O-])cc2Cl)c(Cl)c1	78	77	97	78
5	Cc1ccc(CNC(=O)Cc2ccc3c(c2)CN(C2CCC(=O)NC2=O)C3=O)cc1 (configuration not stated)	15	15	-46*	-37*
6	O=C(NNC(=O)c1ccc(-n2cc(-c3ccccc3)nn2)cc1)Nc1ccc([N+](=O)[O-])cc1	100	101	99	101
7	O=C(NCc1ccccc1)C(=O)C(Cc1ccccc1)NC(=O)c1cc(O)c(O)c(O)c1 (configuration not stated)	93	98	107	90
8	COc1ccc(-c2csc(NC(=O)CSc3nc(N)cc(=O)[nH]3)n2)cc1	111	96	93	104
9	Cc1ccc(/C=C2\SC(=S)N(CC(=O)NCCCN3CCOCC3)C2=O)cc1	90	92	102	92
10	NS(=O)(=O)c1ccc(NC(=O)CSc2nc3nc(-c4cccs4)cc(-c4cccs4)c3c(=O)[nH]2)cc1	90	79	72	98
11	O=C1c2cccc3cccc(c23)C(=O)N1N1C(=O)c2cccc3c(NC4CCCCC4)ccc(c23)C1=O	87	89	98	76
12	COC(=O)c1ccccc1NN=Nc1ccccc1[N+](=O)[O-]	97&109	100&96	117&113	90&79
13	OCCOc1ccccc1C(Cc1ccccc1)N1CCCCC1 (configuration not stated)	87	93	84	112
14	COCCNC(=O)Nc1ccc(C)cc1	105	91	115	116
15	Cc1nn(-c2ccccc2)c(N(C)Cc2ccccc2)c1C1CC(c2ccc(F)cc2)=NN1C=O (configuration not stated)	65	86	98	85

no.	HS 578T	MDA-MB-468	T-47D	SR
1	71	77	79	83
2	91	92	67	91
3	89	80	83	nt
4	91	75	71	84
5	-15*	-51*	-4.0*	39
6	91	103	104	115
7	107	109	90	nt
8	96	110	90	99
9	87	95	90	97
10	92	67	70	nt
11	103	100	88	90
12	102&100	98	103&95	93&110
13	109	117	58	98
14	nt	112	108	113
15	nt	73	54	92

The list goes on:
no.	Compound	K-562	MCF7	BT-549	MDA-MB-231
16	CC(=O)N/N=C(/C)c1cccs1	106	91	102	112
17	O=[N+]([O-])c1cccc(CN(Cc2cccc([N+](=O)[O-])c2O)c2ccccc2)c1O	60	85	89	69
18	COC(=O)c1cc(Cl)nc(S(C)(=O)=O)n1	90	98	113	101
19	COc1cc2nc(N3CCCC3)nc(Nc3ccccc3)c2cc1OC	-12*	-72*	-71*	-69*
20	C=C(C)[C@@H]1CC[C@@]2(C(=O)O)CC[C@]3(C)C(CCC4[C@@]5(C)CCC(OS(=O)(=O)c6ccccc6)C(C)(C)C5CC[C@]43C)C12 (some centres not stated)	46	51	59	67
21	Cc1nnc(SCc2nc3sc4c(c3c(=O)[nH]2)CCCC4)s1	98	100	nt	105
22	CC(=O)O[C@H]1CC[C@]2(C)C34OC3C[C@]3(C)[C@@H](C(C)=O)CC[C@H]3[C@]43C=C[C@@]2(C1)C1C(=O)OC(=O)C13 (some centres not stated)	111	109	84	113
23	Fc1cccc(-n2ncc3c(Nc4ccc(-c5nnc(-c6ccccc6)o5)cc4)ncnc32)c1	87	93	101	96
24	c1ccc2nc3c(cc2c1)sc1ncccc13	103	86	94	86
25	NS(=O)(=O)c1ccc(-n2ncc(NC(=O)Nc3ccc(S(=O)(=O)Nc4nccs4)cc3)c2-c2ccccc2)cc1	96	92	103	112
26	COc1ccc(-c2nnn(-c3ccc(Cl)cc3)c2N)cc1OC	nt	87	92	106
27	CNC(=O)c1cc(Oc2ccc3nc(NC(=O)NCCCN4CCCC4)sc3c2)ccn1	12	63	98	95
28	CCN(CC)c1ccc(C=O)c(OCc2cn(CC(=O)Nc3ccccc3F)nn2)c1	83	81	93	88
29	COc1ccc(-c2cc(O)c(C(=O)N3CCOCC3)s2)cc1	nt	100	108	100
30	O=[N+]([O-])c1ccc(S)cc1	107	103	95	104

no.	HS 578T	MDA-MB-468	T-47D	SR
16	102	117	101	93
17	95	108	71	56
18	103	101	80	90
19	-24*	-38*	-49*	nt
20	67	54	35	57
21	91	nt	106	91
22	84	97	109	102
23	106	108	91	81
24	90	97	103	93
25	102	102	94	103
26	87	101	100	83
27	91	91	90	74
28	114	92	91	78
29	87	103	85	91
30	151	106	nt	89

More entries:
no.	Compound	K-562	MCF7	BT-549	MDA-MB-231
31	Oc1ccc(CCC2CCCCC2)c(O)c1	96	107	nt	81
32	Fc1cccc(-c2[nH]nc3nc(Nc4cccnc4)sc23)c1	21	29	61	78
33	O=C(c1ccncc1)N1N=C(c2ccc(Cl)cc2)CC1c1c[nH]c2ccccc12 (configuration not stated)	88	70	93	71
34	O=C1/C(=C/c2ccccc2[N+](=O)[O-])C(c2ccccc2)Oc2ccccc21 (configuration not stated)	77	64	83	90
35	O=C(Nc1nc2ccccc2s1)c1ccc(Cc2n[nH]c(=O)c3cccnc23)cc1	94	94	97	97
36	N#CCCOC(=O)c1ccccc1C(=O)O	96	103	107	105
37	Brc1ccccc1-c1cn2c(ccc3ccccc32)n1	59	43	106	80
38	COCCCNC(=O)c1nnn2c1nc(N)c1cc(Cl)ccc12	35	73	79	100
39	N#Cc1c(-c2ccc(Br)cc2)cc(-c2cc(=O)oc3ccc(Cl)cc23)c(C#N)c1N	98	68	85	58
40	CC(=O)c1nn(-c2ccccc2)/c(=N/N=Cc2cn(-c3ccccc3)nc2-c2cc3ccccc3oc2=O)s1	99	91	105	83
41	c1ccc(-c2nc3ccccc3n3cccc23)cc1	97	76	95	87
42	CCOC(=O)C1=C(c2ccccc2)N=C2SC=C(c3ccc(Cl)cc3)N2C1c1ccc(Br)cc1 (configuration not stated)	84	75	84	68
43	Oc1ccc(Br)cc1Sc1cc(Br)ccc1O	49	59	44	57
44	Nc1ccc(/C=C/c2ccc3ncccc3c2)cc1	66	91	49	86
45	COc1ccc(C(c2c[nH]c3ccccc23)c2c[nH]c3ccccc23)cc1OC	101	102	70	101

no.	HS 578T	MDA-MB-468	T-47D	SR
31	96	103	107	95
32	69	12	51	15
33	101	102	75	57
34	101	87	82	64
35	98	104	99	113
36	98	116	108	102
37	86	79	27	90
38	90	89	79	nt
39	85	70	56	90
40	115	103	89	88
41	81	84	76	nt
42	78	54	52	74
43	nt	82	18	41
44	104	77	82	108
45	88	95	73	95

(list continues)
no.	Compound	K-562	MCF7	BT-549	MDA-MB-231
46	O=C1C(C2SC(=S)N(CCc3ccccc3)C2=O)SC(=S)N1CCc1ccccc1 (configuration not stated)	91	87	94	87
47	Cc1ccc(-c2cnc3sc4c(-c5ccccc5)n[nH]c(=O)c4n23)cc1	94	91	104	104
48	COc1cc2c3c(n(C4CCOCC4)c(=O)c2cc1OC)-c1cc2c(cc1C3=O)OCO2	94	29	67	83
49	NNc1ccc(-c2ccc(NN)cc2)cc1	97	98	nt	97
50	NC(Cc1c[nH]c2ccccc12)C(=O)O (configuration not stated)	101&136	98&105	102&113	97&104
51	CC(C)OC(CCC#N)c1ccccc1 (configuration not stated)	126	102	98	109
52	CC(=O)Oc1cccc(C(=O)O)c1OC(C)=O	nt	98	100	87
53	CCN(CC)CCNc1ccc([N+](=O)[O-])c2sc3ccccc3c(=O)c12	10	8.9*	72	56
54	Nc1ccc(S(=O)(=O)Nc2ccccc2)cc1	74	95	137	93
55	C=C(C)[C@@H]1CC[C@]2(CN)CC[C@]3(C)[C@H](CC[C@@H]4[C@@]5(C)CCCNC(C)(C)[C@@H]5CC[C@]43C)[C@@H]12	-56*	-66*	85	-80*
56	O=C(O)c1ccnc(Br)c1	109	92	105	115
57	O=C(Nc1ccc(Cl)cc1)OCC12COCN1COC2	95	98	103	106
58	O=C(O)c1ccccc1-c1ccccc1C(=O)Nc1ccc2c(c1)C(O)c1ccccc1-2 (configuration not stated)	93	96	120	94
59	O=C1N=C(N2CCOCC2)S/C1=C/c1ccco1	124	47	102	112
60	CCN1CCN(C(=O)[C@]23CCC(C)(C)C[C@@H]2C2=CC[C@@H]4[C@@]5(C)CCC(=O)C(C)(C)[C@@H]5CC[C@@]4(C)[C@]2(C)CC3)CC1	21	40	59	57

no.	HS 578T	MDA-MB-468	T-47D	SR
46	100	104	88	90
47	104	101	96	96
48	104	87	62	14
49	108	117	95	96
50	95&115	112&110	110&110	105&53
51	108	96	106	131
52	105	89	99	109
53	20	1.4*	46	11
54	107	100	105	nt
55	-42*	-65*	-10*	-39*
56	107	91	97	109
57	101	103	106	102
58	94	87	90	106
59	108	102	109	nt
60	41	30	56	12

(more compounds)
no.	Compound	K-562	MCF7	BT-549	MDA-MB-231
61	C#CCCCCCCC[C@@H]1OC(=O)[C@H]([C@@H](C)CC)NC(=O)[C@H]([C@@H](C)CC)NC(=O)CC(=O)[C@@H]1C	96	95	108	90
62	COc1ccc(C(=O)c2sc3nc(-c4cccs4)ccc3c2N)cc1OC	13	25	49	44
63	COc1ccc2c(c1)CC[C@@H]1[C@@H]2CC[C@]2(C)C3C(=CC(COC(C)=O)C4C(=O)c5c(O)cccc5C(=O)C43)C[C@@H]12 (some centres not stated)	nt	99	100	78
64	CS(=O)(=O)c1cccc(-c2c(-c3cccc(O)c3)nc3sccn23)c1	97	91	107	87
65	CCCCCN(CCCC)Cc1ccccc1	118	94	103	107
66	O=C1C2C3C=CC(C3)C2S(=O)(=O)C2C3C=CC(C3)C12 (configuration not stated)	98	99	99	117
67	O=c1c(=O)n(CCO)n(CCO)c(=O)n1CCO	101	101	129	120
68	CSc1nc2c(=O)[nH]c(=O)[nH]c2n1-c1ccccc1	87	101	102	120
69	CN(C)c1nc(NCCNS(=O)(=O)c2ccc(C3=Nc4c(N)nc(N)nc4NC(c4ccc(Cl)cc4)C3)cc2)nc(N2CCOCC2)n1 (configuration not stated)	16	22	35	12
70	COC(=O)c1cc(=O)nc(N/N=C/c2ccc(C)cc2)s1	96	90	100	113
71	COc1ccc(C2CC(=O)c3ccccc3N2)cc1 (configuration not stated)	91	87	98	80
72	OCc1ccccc1	101	99	146	94
73	COc1ccc(OC)nn1	94	97	91	111

no.	HS 578T	MDA-MB-468	T-47D	SR
61	90	95	nt	82
62	50	8.1*	25	15
63	76	nt	87	174
64	84	82	96	85
65	87	85	100	96
66	102	96	107	101
67	106	96	105	97
68	99	104	106	85
69	45	7.0*	43	32
70	110	110	105	95
71	103	87	97	104
72	95	104	103	126
73	104	100	99	126

Shown in transposed form: part of the list above.
(53) CCN(CC)CCNc1ccc([N+](=O)[O-])c2sc3ccccc3c(=O)c12
(54) Nc1ccc(S(=O)(=O)Nc2ccccc2)cc1
(55) C=C(C)[C@@H]1CC[C@]2(CN)CC[C@]3(C)[C@H](CC[C@@H]4[C@@]5(C)CCCNC(C)(C)[C@@H]5CC[C@]43C)[C@@H]12
(56) O=C(O)c1ccnc(Br)c1
(57) O=C(Nc1ccc(Cl)cc1)OCC12COCN1COC2
(58) O=C(O)c1ccccc1-c1ccccc1C(=O)Nc1ccc2c(c1)C(O)c1ccccc1-2 (configuration not stated)
(59) O=C1N=C(N2CCOCC2)S/C1=C/c1ccco1
(60) CCN1CCN(C(=O)[C@]23CCC(C)(C)C[C@@H]2C2=CC[C@@H]4[C@@]5(C)CCC(=O)C(C)(C)[C@@H]5CC[C@@]4(C)[C@]2(C)CC3)CC1
(61) C#CCCCCCCC[C@@H]1OC(=O)[C@H]([C@@H](C)CC)NC(=O)[C@H]([C@@H](C)CC)NC(=O)CC(=O)[C@@H]1C
(62) COc1ccc(C(=O)c2sc3nc(-c4cccs4)ccc3c2N)cc1OC
Compound,53,54,55,56,57,58,59,60,61,62
K-562,10,74,-56*,109,95,93,124,21,96,13
MCF7,8.9*,95,-66*,92,98,96,47,40,95,25
BT-549,72,137,85,105,103,120,102,59,108,49
MDA-MB-231,56,93,-80*,115,106,94,112,57,90,44
HS 578T,20,107,-42*,107,101,94,108,41,90,50
MDA-MB-468,1.4*,100,-65*,91,103,87,102,30,95,8.1*
T-47D,46,105,-10*,97,106,90,109,56,nt,25
SR,11,nt,-39*,109,102,106,nt,12,82,15

(63) COc1ccc2c(c1)CC[C@@H]1[C@@H]2CC[C@]2(C)C3C(=CC(COC(C)=O)C4C(=O)c5c(O)cccc5C(=O)C43)C[C@@H]12 (some centres not stated)
(64) CS(=O)(=O)c1cccc(-c2c(-c3cccc(O)c3)nc3sccn23)c1
(65) CCCCCN(CCCC)Cc1ccccc1
(66) O=C1C2C3C=CC(C3)C2S(=O)(=O)C2C3C=CC(C3)C12 (configuration not stated)
(67) O=c1c(=O)n(CCO)n(CCO)c(=O)n1CCO
(68) CSc1nc2c(=O)[nH]c(=O)[nH]c2n1-c1ccccc1
(69) CN(C)c1nc(NCCNS(=O)(=O)c2ccc(C3=Nc4c(N)nc(N)nc4NC(c4ccc(Cl)cc4)C3)cc2)nc(N2CCOCC2)n1 (configuration not stated)
(70) COC(=O)c1cc(=O)nc(N/N=C/c2ccc(C)cc2)s1
Compound,63,64,65,66,67,68,69,70
K-562,nt,97,118,98,101,87,16,96
MCF7,99,91,94,99,101,101,22,90
BT-549,100,107,103,99,129,102,35,100
MDA-MB-231,78,87,107,117,120,120,12,113
HS 578T,76,84,87,102,106,99,45,110
MDA-MB-468,nt,82,85,96,96,104,7.0*,110
T-47D,87,96,100,107,105,106,43,105
SR,174,85,96,101,97,85,32,95

Screens as filed in PubChem.
